# High-throughput results from PubChem BioAssay.
# FXIa inh – inhibitors of human coagulation factor XIa; P03951; purified FXIa, Boc-Glu-Ala-Arg-AMC fluorogenic substrate; inhibition, % at 5 µM; hit rate 0.14% among 220,000; AID 798;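 active = inhibition of at least 40%; inactive = inhibition below 40%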;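 note: fluorescence of freed AMC excited at 355 nm; 0% = enzyme without compound and 100% = no enzyme blank; many of its hits are not listed in these tables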
# KCC2 mod – modulators of human KCC2 chloride dependent transport; Q9H2X9; KCC2 cells, thallium flux FluoZin-2 fluorescence; B-score of Tl+ flux slope (higher = more flux/activation; lower = inhibition) at 10 µM; hit rate 2.2% among 190,000;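 active = thallium flux slope and its plate-corrected score both differing from the plate sample mean at a set confidence after two filtering rounds, in either direction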;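 note: slope of fluorescence scaled to starting intensity during 10 to 20 s after thallium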
# Hck-Nef inh – human Hck-Nef kinase inhibition; P08631; Recombinant Hck-YEEI plus Nef, Z-Lyte FRET kinase assay; inhibition, % at 20 µM; hit rate 0.68% among 220,000; AID 463187;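 active = Hck-Nef kinase inhibition above about 50%, limit read from the data; inactive = inhibition below that limit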;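 note: 0% = DMSO with Hck plus Nef and 100% = Hck alone without Nef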
# TNF necrop inh – inhibitors of TNF-alpha induced necroptosis in Jurkat FADD-/- cells; Jurkat FADD-/- TNF necroptosis rescue, ATP luminescence, 24 h; 0 = TNF only, 100 = no-TNF cells; activation (protection from cell death), % at 10 µM; hit rate 0.068% among 220,000; AID 463075;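 active = activation, meaning protection from cell death, of at least 50% relative to plate controls; inactive = activation below 50%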;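 note: necroptosis triggered by 40 ng/mL TNF-alpha added together with compound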
# thrombin 1536 – blocks human thrombin protease activity. inhibition, % at 5 µM. P00734. alpha-thrombin, Boc-VPR-AMC fluorogenic substrate cleavage. AID 1046. hit rate 0.26% among 220,000;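 active = inhibition at or above 40%; inactive = inhibition below 40%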;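 note: 0% = enzyme with no compound and 100% = wells without enzyme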
#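 Material: human alpha-thrombin protein; Also added: Boc-VPR-AMC substrate, 15 µM final; Timing: enzyme reaction carried out at room temperature; Signal: fluorescence, ex 355 nm, em 460 nm; Measure: % inhibition of thrombin; Controls: enzyme without compound as high, wells lacking enzyme as low.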
# L929 necroptosis – blocks zVAD induced death of L929 cells; L929 zVAD necroptosis rescue, ATP luminescence, 24 h; with zVAD 60 µM; viability rescue, % at 10 µM; hit rate 0.38% among 220,000; AID 1377;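 active = activation, scaled between plate controls, above about 75%, limit read from the data; inactive = activation under that limit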;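 note: 0% = zVAD with DMSO and 100% = DMSO alone without zVAD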
# hK5 inh – kallikrein 5 (human) inhibition; Q9Y337; recombinant hK5, fluorogenic AMC substrate cleavage; inhibition, % at 5 µM; hit rate 0.59% among 210,000; AID 873;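 active = inhibition of 40% or more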;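 note: 0% = enzyme controls without compound and 100% = no-enzyme blanks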
# FXIIa inh – inhibitors of human coagulation factor XIIa. purified FXIIa, Boc-QGR-AMC fluorogenic substrate, 2 h. inhibition, % at 5 µM. hit rate 0.3% among 220,000; in the data active = inhibition above about 40%;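 note: 0% = enzyme with no compound and 100% = blank without enzyme; many of its hits are not listed in these tables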
# Target sequence (P00748 20-372 limits assumed): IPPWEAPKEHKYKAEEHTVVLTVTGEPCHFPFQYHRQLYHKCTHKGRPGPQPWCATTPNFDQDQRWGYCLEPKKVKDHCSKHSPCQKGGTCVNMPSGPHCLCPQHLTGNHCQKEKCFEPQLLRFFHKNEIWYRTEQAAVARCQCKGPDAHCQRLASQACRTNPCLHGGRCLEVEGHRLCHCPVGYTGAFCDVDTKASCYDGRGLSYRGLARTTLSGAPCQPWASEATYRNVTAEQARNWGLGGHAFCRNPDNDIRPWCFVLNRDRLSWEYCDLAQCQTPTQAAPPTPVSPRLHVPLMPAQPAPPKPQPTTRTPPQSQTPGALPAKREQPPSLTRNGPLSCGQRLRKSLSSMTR
# Target sequence (P00748 373-615 limits assumed): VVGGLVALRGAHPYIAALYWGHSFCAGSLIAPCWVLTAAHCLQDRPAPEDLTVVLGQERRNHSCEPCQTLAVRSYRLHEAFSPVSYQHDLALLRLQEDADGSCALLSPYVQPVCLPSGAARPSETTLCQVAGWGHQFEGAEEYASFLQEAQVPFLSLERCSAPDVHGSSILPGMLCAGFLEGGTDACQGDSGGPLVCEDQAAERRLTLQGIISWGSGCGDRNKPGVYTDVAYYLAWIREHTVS
# Rad51 HR inh – Rad51 (human) homologous recombination inhibition; hRad51 DNA strand exchange, fluorescence dequenching; inhibition, % at 10 µM; hit rate 0.085% among 200,000;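 active = inhibition above 40% at the single screening dose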;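 note: 0% = DMSO control wells and 100% = blanks with heterologous ssDNA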
# Target sequence (Q06609 whole entry, looked up): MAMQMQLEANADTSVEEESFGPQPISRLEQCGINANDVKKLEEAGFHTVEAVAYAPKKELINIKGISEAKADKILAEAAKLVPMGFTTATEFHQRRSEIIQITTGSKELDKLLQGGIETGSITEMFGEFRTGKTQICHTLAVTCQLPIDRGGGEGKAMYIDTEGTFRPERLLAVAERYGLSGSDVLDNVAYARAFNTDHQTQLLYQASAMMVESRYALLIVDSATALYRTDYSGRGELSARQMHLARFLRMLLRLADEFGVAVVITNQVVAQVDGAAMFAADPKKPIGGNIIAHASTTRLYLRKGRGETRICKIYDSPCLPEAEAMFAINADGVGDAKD
#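 material = hRad51 filaments on single-stranded DNA | reagent = Donor/quencher-labelled 47-bp dsDNA substrate | compound = 10 µM final, single point | schedule = strand-exchange reaction 15 min at room temperature | measured by = fluorescein emission 520 nm, excitation 485 nm | read-out basis = % inhibition versus plate control and blank means | benchmarks = plate controls and plate blanks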
# * = called active by the depositor; x = not tested or not shown. This is a subset; count on the stated rates, not on these rows.
SMILES,FXIa inh,KCC2 mod,Hck-Nef inh,TNF necrop inh,thrombin 1536,L929 necroptosis,hK5 inh,FXIIa inh,Rad51 HR inh
CCCCC(=O)Nc1cccc(-c2nc3ncccc3o2)c1,-2,0.19,0,-0.1,-8,7.1,-2,4,3
COc1ccc(CCN(Cc2cc3cccc(C)c3[nH]c2=O)C(=O)NC2CCCCC2)cc1OC,0,x,2,1.5,2,0.2,-7,11,7
COc1ccc(S(=O)(=O)N2Cc3ccccc3CC2C(=O)Nc2ccc(O)cc2)cc1OC (stereo unspecified),-2,-0.039,21,-4.0,2,0.4,-18,5,3
CCOC(=O)C1CCCN(S(=O)(=O)c2c(C)c(C)cc(C)c2C)C1 (stereo unspecified),2,0.0071,-1,-0.3,-6,0.6,-18,8,0
Cc1ccc(NC(=O)C(=O)NCc2ccncc2)cc1,-3,0.17,-1,-0.9,0,0.1,-10,6,20
Cn1c(C(=O)N2CCc3ccccc3C2)cc2c(=O)n3ccccc3nc21,-19,x,29,-0.8,-14,0.8,-154,-28,-6
N#Cc1c(SCC(=O)OCc2ccccc2)nsc1SCC(=O)OCc1ccccc1,5,0.6,2,-0.1,0,-0.2,7,9,-10
CN(C)CCCNC(=O)CCc1ncc(C(F)(F)F)cc1Cl,-2,0.67,25,1.5,-6,2.0,-5,-6,-3
Cc1ccc(CNC(=O)CO/N=C/c2ccc3c(c2)OCO3)cc1,10,0.71,6,1.1,0,0.1,-3,15,13
O=C(CCCn1c(=S)[nH]c2ccccc2c1=O)N1CCN(c2cccc(Cl)c2)CC1,7,-0.66,0,-0.6,-17,-0.3,6,0,-3
CCC(c1nnnn1CCc1ccccc1)N(Cc1ccco1)Cc1cc2c(C)ccc(C)c2[nH]c1=O (stereo unspecified),1,-0.38,15,-13,-3,0.0,1,10,-5
Cc1ccc(NC(=O)CSc2nnc(C)c(=O)n2N)c(C)c1,5,1.3,2,1.5,-4,0.6,-29,7,x
CCn1c(=O)cc(SCC(=O)NCC2CCCO2)c2ccccc21 (stereo unspecified),-10,x,0,-2.8,-8,-0.5,-9,-1,-2
Cc1cc(Br)ccc1NC(=S)N1CCOCC1,0,-0.15,15,-6.0,-2,-0.7,5,6,x
NC(=O)CN1C(=O)/C(=c2\sc3nc(=O)c(Cc4ccccc4)nn3c2=O)c2ccccc21,-4,0,14,-5.8,-6,0.5,-1,-2,-4
CC1(C)CC(=O)C(C=NCCCN2CCOCC2)=C(O)C1,15,x,3,0.7,3,0.8,-3,26,1
S=C(Nc1ccccc1)N1CCC(C2CCN(C(=S)Nc3ccccc3)CC2)CC1,4,x,0,1.6,-4,0.5,-2,5,9
CCOCCn1c(N2CCN(c3ccccc3)CC2)nc2c1c(=O)n(C)c(=O)n2C,1,-0.078,-9,0.6,-3,-2.5,3,0,-4
COc1cccc(NC(=O)C(NCC(C)(C)CN(C)C)c2ccccc2)c1 (stereo unspecified),1,0.78,4,0.0,3,-0.7,-16,10,x
COC(=O)c1sc(-c2ccccc2)cc1NC(=O)C1CC1,-4,-0.0087,4,-0.7,-2,0.4,-11,8,36

# Taken from the results shown for reference:
SMILES,FXIa inh,KCC2 mod,Hck-Nef inh,TNF necrop inh,thrombin 1536,L929 necroptosis,hK5 inh,FXIIa inh,Rad51 HR inh
COc1ccc(CCN(Cc2cc3cccc(C)c3[nH]c2=O)C(=O)NC2CCCCC2)cc1OC,0,x,2,1.5,2,0.2,-7,11,7
COc1ccc(S(=O)(=O)N2Cc3ccccc3CC2C(=O)Nc2ccc(O)cc2)cc1OC (stereo unspecified),-2,-0.039,21,-4.0,2,0.4,-18,5,3

# Continued:
SMILES,FXIa inh,KCC2 mod,Hck-Nef inh,TNF necrop inh,thrombin 1536,L929 necroptosis,hK5 inh,FXIIa inh,Rad51 HR inh
O=C(c1cccc(F)c1)N1CCN(C(=O)C2CC2)CC1,-7,-0.18,0,-2.5,-4,0.0,-22,2,-3
O=C(O)COc1ccc(Br)cc1CP(=O)(c1ccccc1)c1ccccc1,-3,-0.21,-5,0.9,1,0.3,11,6,-8
CN(C(=O)c1cccn(Cc2ccccc2)c1=O)c1ccccc1,-6,0.26,-9,-0.3,-8,0.5,-5,1,4
COc1ccc(C2CC(c3ccccc3)=NN2C(=O)CN2CCN(Cc3ccccc3)CC2)cc1 (stereo unspecified),32,0.21,-22,0.9,85*,0.0,29,27,-15
COC(=O)Cn1c(CN2CCC(Cc3ccccc3)CC2)nc2c1c(=O)n(C)c(=O)n2C,3,-0.49,-1,-1.0,2,1.0,-3,16,7
CCCCCCCCCCCC(=O)NC(C(=O)O)C(O)c1ccccc1 (stereo unspecified),-6,0.19,20,0.4,2,1.8,-15,0,0
Cc1c(-c2ccn[nH]2)cc(NC(=O)c2ccc(Cl)cc2)c(=O)n1N,-4,-0.25,22,-0.2,-12,7.5,-3,5,-8
CCc1ccc(NC(=O)CS(=O)CC(=O)NCCCc2ccccc2)cc1 (stereo unspecified),-4,0.16,3,-3.2,-2,0.3,-2,17,-4
c1ccc(CSc2ccc(-c3cccnc3)nn2)cc1,-3,-0.93,17,0.5,-8,2.7,-5,7,-2
Cc1ccc2cc(COC(=O)c3cccc([N+](=O)[O-])c3)c(=O)[nH]c2c1,3,-1.8,24,0.4,0,0.5,2,10,x
Cc1cccc(C)c1N1C(=O)[C@@H]2C(c3ccccc3Cl)=NO[C@@H]2C1=O,-3,0.52,11,2.7,2,-0.4,2,10,7
O=[N+]([O-])c1cccnc1N1CCOCC1,-8,0.65,1,-2.1,-4,-0.3,10,5,-1
Cc1oc(C(=O)O)cc1COc1ccc2c(C)cc(=O)oc2c1,-3,2.2,9,0.7,-2,-1.1,-30,10,13
CCOC(=O)c1c(NC(=O)CN2C(=O)c3ccccc3C2=O)sc(Cc2ccc3c(c2)OCO3)c1C,6,0.7,-6,1.9,-1,x,-6,11,7
Cc1ccc(C)c(OCC(=O)Nc2cc(C(=O)O)cc(C(=O)O)c2)c1,-1,2.6,-7,0.8,-1,0.6,x,4,x
O=C(Nc1ccccc1C(=O)N1CCOCC1)c1ccco1,11,-0.072,0,1.0,-1,1.3,5,27,x
COC(=O)CSc1nnc(CNC(=O)c2ccc(OC)cc2OC)n1C,-3,0.31,-1,1.2,-3,1.1,-29,1,-4
O=C(N/N=C/c1cc(Cl)ccc1O)c1ccc(Br)cc1,-6,-3.6,0,-5.3,-11,8.5,-38,-5,-16
O=P(c1cccs1)(c1cccs1)c1cccs1,-1,0.25,0,-2.9,3,-0.1,-8,11,-4
CC(C)NC(=O)NC(=O)COc1ncnc2sccc12,5,0.53,-6,1.7,2,-1.4,-4,12,5
CC1=C(C(=O)N2CCCCC2)C2(CCC(C)CC2)OC1=O (stereo unspecified),-14,0.12,20,-1.4,5,0.4,1,-5,-1
Cc1nn(Cc2c(Cl)cccc2Cl)c(C)c1NC(=O)c1cnn2c(C(F)F)cc(-c3ccccc3)nc12,4,0.038,16,-15,3,-0.2,-11,12,11
CCOc1ccc(-c2nn[nH]n2)cc1OCC,0,0.31,1,0.3,-6,-0.5,-3,5,3
O=S(=O)(NCC1CCCO1)c1ccc(S(=O)(=O)N(Cc2ccc(F)cc2)Cc2ccco2)cc1 (stereo unspecified),20,-0.058,-1,1.3,-5,0.1,-5,5,15
CCCC(NS(=O)(=O)c1ccc(OC)cc1)C(=O)O (stereo unspecified),1,0.24,1,0.5,-23,0.6,0,-2,-3
COc1ccc(N(C)S(=O)(=O)c2cccc(C(=O)NC3CCCCC3C)c2)cc1 (stereo unspecified),0,-0.81,23,3.0,1,0.9,-2,5,-12
O=C(COC(=O)CCC1CCCC1)Nc1ccccc1Sc1ccccc1,9,-0.074,5,1.8,-1,3.1,-9,8,10
[O-]/C(=C(\C(=S)NCc1ccco1)[n+]1ccccc1)c1ccccc1Br,-8,0.00052,1,-3.5,-5,0.1,35,1,3
O=C(NN1CCOCC1)c1cccc(COc2cccc(Br)c2)c1,-5,0.094,3,1.1,-5,2.1,-2,2,4
CCCCNc1cc(C(=O)O)cc(S(N)(=O)=O)c1Oc1ccccc1,-2,-6.4*,-6,1.0,-2,0.7,-7,4,-7
Cn1ncc2c(N3CCN(c4ccc(Cl)c(Cl)c4)CC3)ncnc21,0,-0.54,-14,-1.6,3,59,-12,1,10
NC(=O)c1oc2ccccc2c1NC(=O)c1ccc(F)cc1,5,-0.39,16,1.3,1,1.4,-7,11,1
Cc1ccc(-n2c(-c3cccnc3)n[nH]c2=S)c(C)c1,0,x,-2,0.2,0,0.0,-8,2,2
COc1ccc(-c2noc(C)c2-c2ccc3ccccc3n2)c(O)c1,11,x,-1,-2.8,0,0.6,8,13,-1
c1ccc(CC2CCN(C(c3cccs3)c3nnnn3C3CCCC3)CC2)cc1 (stereo unspecified),5,x,-1,0.5,-9,-0.2,0,2,3
CCN(CC)CCN1C(=O)C(=O)/C(=C(/O)c2ccc(F)cc2)C1c1cccnc1 (stereo unspecified),3,0.93,2,1.0,-5,0.3,-4,-1,1
COc1cc(CNn2c(C)n[nH]c2=S)cc(Br)c1OCc1ccc(F)cc1,1,-1.7,7,-2.1,-3,0.1,-10,5,x
COC(=O)c1sccc1NC(=O)c1ccncc1,3,1.5,12,-3.4,1,0.0,-21,8,-1
Cc1csc(NC(=O)c2cc(-c3ccccc3)nc3ccccc23)n1,13,-0.63,0,-5.8,9,-0.1,-1,-1,-4

# Structures from the list above with an aryl methoxy group:
SMILES,FXIa inh,KCC2 mod,Hck-Nef inh,TNF necrop inh,thrombin 1536,L929 necroptosis,hK5 inh,FXIIa inh,Rad51 HR inh
COc1ccc(CCN(Cc2cc3cccc(C)c3[nH]c2=O)C(=O)NC2CCCCC2)cc1OC,0,x,2,1.5,2,0.2,-7,11,7
COc1ccc(S(=O)(=O)N2Cc3ccccc3CC2C(=O)Nc2ccc(O)cc2)cc1OC (stereo unspecified),-2,-0.039,21,-4.0,2,0.4,-18,5,3
COc1cccc(NC(=O)C(NCC(C)(C)CN(C)C)c2ccccc2)c1 (stereo unspecified),1,0.78,4,0.0,3,-0.7,-16,10,x
COc1ccc(C2CC(c3ccccc3)=NN2C(=O)CN2CCN(Cc3ccccc3)CC2)cc1 (stereo unspecified),32,0.21,-22,0.9,85*,0.0,29,27,-15
COC(=O)CSc1nnc(CNC(=O)c2ccc(OC)cc2OC)n1C,-3,0.31,-1,1.2,-3,1.1,-29,1,-4
CCCC(NS(=O)(=O)c1ccc(OC)cc1)C(=O)O (stereo unspecified),1,0.24,1,0.5,-23,0.6,0,-2,-3
COc1ccc(N(C)S(=O)(=O)c2cccc(C(=O)NC3CCCCC3C)c2)cc1 (stereo unspecified),0,-0.81,23,3.0,1,0.9,-2,5,-12
COc1ccc(-c2noc(C)c2-c2ccc3ccccc3n2)c(O)c1,11,x,-1,-2.8,0,0.6,8,13,-1
COc1cc(CNn2c(C)n[nH]c2=S)cc(Br)c1OCc1ccc(F)cc1,1,-1.7,7,-2.1,-3,0.1,-10,5,x
